Compound activity (PubChem)
yeast bub3: NCI yeast anticancer drug screen, S. cerevisiae bub3 mutant strain; 78,000 tested, 9.9% active; % growth inhibition at 50 µM;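 also: 0% = growth of vehicle-only cultures of the same strain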
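Mutant yeast screening strain plus compound; vehicle-treated cultures serve as the 0% inhibition reference.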
mlh1 rad18: NCI yeast anticancer drug screen, S. cerevisiae mlh1 rad18 strain | growth inhibition, % at 50 µM | 79,000 tested, 11% active;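 also: 0% = growth of vehicle-only cultures of the same strain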
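Steps: expose repair-defective yeast to compound; measure growth; express inhibition against vehicle-treated controls.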
cln2 rad14: NCI yeast anticancer drug screen, S. cerevisiae cln2 rad14 strain. growth inhibition, % at 50 µM. 78,000 tested, 8.3% active;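 also: 0% = growth of vehicle-only cultures of the same strain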
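Readout is yeast growth inhibition versus vehicle-treated controls, using a strain with cln2 and rad14 alterations exposed to compound.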
yeast rad50: NCI yeast anticancer drug screen, S. cerevisiae rad50 strain | % growth inhibition at 50 µM | 79,000 tested, 10% active;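 also: 0% = growth of vehicle-only cultures of the same strain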
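Cells are treated with compound, grown, and their growth is then scored against vehicle-only cultures of the same repair-deficient yeast strain.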
mec2-1: NCI yeast anticancer drug screen, S. cerevisiae mec2-1 strain; % growth inhibition at 50 µM; 79,000 tested, 9% active; AID 157;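 also: 0% = growth of vehicle-only cultures of the same strain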
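Cells of the genetically defined mec2-1 yeast strain are incubated with test compound. Inhibition of growth is calculated against vehicle-treated controls.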
yeast sgs1 mgt1: NCI yeast anticancer drug screen, S. cerevisiae sgs1 mgt1 strain | growth inhibition, % at 50 µM | 78,000 tested, 10% active | AID 161;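 also: 0% = growth of vehicle-only cultures of the same strain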
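Mutant yeast exposed to compound; growth scored against vehicle-only wells.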
* marks the source's active call; other numbers are inactive results; . = not tested or not shown. Rule as the data show it: active = growth inhibition above about 70%; inactive = the rest.

SMILES | yeast bub3 | mlh1 rad18 | cln2 rad14 | yeast rad50 | mec2-1 | yeast sgs1 mgt1
O=Cc1cnc[nH]1 | -3 | -3 | -13 | -15 | 3 | -3
COC(=O)c1ccc(CSc2ccc(N)cc2)cc1 | 46 | 68 | 40 | 53 | 36 | 61
COC1CC(OC(=O)c2ccc([N+](=O)[O-])cc2)C(OC(=O)c2ccc([N+](=O)[O-])cc2)CO1 (stereo not given) | 0 | -12 | -1 | -18 | 0 | -21
O/N=C(/Cc1nc2cc(Cl)c(Cl)cc2nc1C/C(=N/O)c1ccc(Cl)cc1)c1ccc(Cl)cc1 | -4 | -17 | -6 | -46 | -4 | -32
C/C(=C/OS(=O)(=O)C(F)(F)F)c1ccccc1 | -2 | 4 | -9 | -22 | 0 | -3
CC(=O)c1ccc(NC(=O)/C(CC(=O)/C=C/c2ccccc2)=N/NC(N)=S)cc1 | 35 | 10 | 16 | 37 | -32 | 24
NC(=Nc1nc(-c2ccccn2)cc2ccccc12)c1ccccn1 | 71* | 72* | 69 | 77* | 68 | 69
O=C(OCCN1CCOCC1)C1C[C@@H](O)CN1C(=O)c1ccc2c(c1)OCO2 (stereo not given in full) | -14 | 6 | 2 | -11 | -6 | 8
O=C(O)COc1ccc(NC(=O)COc2ccc(Cl)c(Cl)c2)cc1 | 3 | 15 | -30 | 9 | -10 | -29
CCOC(=O)N(C)C | 12 | 8 | 11 | 19 | 13 | 4
CCSC(COC(C)=O)(SCC)C(OC(C)=O)C(OC(C)=O)C(COC(C)=O)OC(C)=O (stereo not given) | -3 | 14 | -6 | 11 | 7 | -9
CCOC(=O)C1(C(F)(F)F)N=C(CC)OC(N2CCOCC2)=N1 (stereo not given) | -16 | -27 | 10 | -24 | -13 | -19
Nc1cccc2c1C(=O)c1ccc(Br)cc1C2=O | 68 | 5 | 22 | 27 | 30 | 0
O=S(=O)([O-])Sn1c(-c2ccccc2)c[n+]2ccccc12 | 12 | 11 | 14 | 12 | 6 | 14
O=[N+]([O-])c1ccc(SC(=S)N2CCCCC2)c([N+](=O)[O-])c1 | 99* | 99* | 98* | 98* | 99* | 99*
CCCCCCCCCCCOP(=O)(O)OCCCCCCCCCCC | 1 | -25 | -57 | -35 | -19 | -30
CN(C)C=Nc1cccc2c1NSN2 | 13 | 33 | 29 | 6 | -6 | -1
c1ccc2c[n+]3cc4ccccc4cc3cc2c1 | 33 | 56 | 31 | 31 | 23 | 54
Cn1c2ccccc2c2nc3ccccc3c(Cl)c21 | -40 | -32 | -13 | -43 | -13 | -50
CCOC(OCC)c1ccc(/C=C/c2cc(OC)c(OC)c(OC)c2)cc1 | -1 | 48 | 0 | 7 | 5 | -21
O=C(c1ccccc1)c1ccc([N+](=O)[O-])c(Cl)c1 | 3 | 13 | -6 | -4 | -13 | 0
CCCNCC(=O)Nc1ccc(C(=O)OC)cc1 | 11 | -9 | -42 | -14 | -10 | -1
OC(CBr)(c1ccccc1)c1ccccc1 | 7 | 24 | 31 | 14 | 23 | 20
CC(N)(C(=O)O)c1ccc(N2CCOCC2)cc1 (stereo not given) | -18 | -18 | -17 | -23 | -1 | 11
O=c1c2ccccc2nc(N/N=C/c2ccc(Cl)cc2)n1-c1ccccc1 | 16 | -7 | 18 | 3 | -1 | -9

Three neighbouring compounds from above, quoted:
SMILES | yeast bub3 | mlh1 rad18 | cln2 rad14 | yeast rad50 | mec2-1 | yeast sgs1 mgt1
O=Cc1cnc[nH]1 | -3 | -3 | -13 | -15 | 3 | -3
COC(=O)c1ccc(CSc2ccc(N)cc2)cc1 | 46 | 68 | 40 | 53 | 36 | 61
COC1CC(OC(=O)c2ccc([N+](=O)[O-])cc2)C(OC(=O)c2ccc([N+](=O)[O-])cc2)CO1 (stereo not given) | 0 | -12 | -1 | -18 | 0 | -21

A different layout for 2 compounds above:
compound: C/C(=C/OS(=O)(=O)C(F)(F)F)c1ccccc1
  yeast bub3: -2 | mlh1 rad18: 4 | cln2 rad14: -9 | yeast rad50: -22 | mec2-1: 0 | yeast sgs1 mgt1: -3
compound: c1ccc2c[n+]3cc4ccccc4cc3cc2c1
  yeast bub3: 33 | mlh1 rad18: 56 | cln2 rad14: 31 | yeast rad50: 31 | mec2-1: 23 | yeast sgs1 mgt1: 54

More entries.
SMILES | yeast bub3 | mlh1 rad18 | cln2 rad14 | yeast rad50 | mec2-1 | yeast sgs1 mgt1
CCOc1nc(N)nc(C)c1N=Nc1ccccc1OC | 12 | 14 | 36 | 13 | 9 | 14
Oc1ccc(N=Nc2ccc(N=Nc3ccccc3)cc2)c2ccccc12 | 14 | 23 | 11 | 6 | -3 | 11
COC(C(=O)C(O)C(C)O)C1CC2C=C3C=C(OC4CC(OC5CC(O)C(OC)C(C)O5)C(OC(C)=O)C(C)O4)C(C)C(=O)C3=C(O)C2=C(O)C1OC1CC(OC2CC(OC3CC(C)(O)C(OC(=O)C(C)C)C(C)O3)C(O)C(C)O2)C(O)C(C)O1 (stereo not given) | 26 | 46 | 82* | 51 | 51 | 38
CN(C)c1ccc([N+](=O)[O-])c2c1CCC2 | 7 | 7 | 6 | 10 | -5 | 7
CCCOc1cc(C)c(C(=O)OCCC(C)N2CCCC2)c(C)c1 (stereo not given) | 16 | 14 | -20 | -2 | 10 | 39
c1ccc(N2c3nccnc3Nc3nccnc32)cc1 | -2 | 4 | -33 | -6 | 18 | -3
COC1=CC(=O)CC(C)C12Oc1c(Cl)c(OC)cc(OC)c1C2=O (stereo not given) | 67 | 18 | 13 | 2 | -14 | 20
CCOC(=O)/C(C#N)=C/c1cccc([N+](=O)[O-])c1 | 34 | 31 | -12 | 5 | 5 | 7
Cc1ccc(NC(=O)COc2c(C)cc(Cl)cc2Cl)cc1 | 23 | 4 | 54 | 18 | 17 | 20
Cc1[nH]nc(C(F)(F)F)c1N=NN1CCC(C(N)=O)CC1 | 99* | 99* | 100* | 99* | 100* | 99*
CNS(=O)(=O)c1ccc(Cl)cc1 | 6 | 20 | 13 | 30 | 12 | 14
COC(=O)c1cccc2cnccc12 | 8 | 4 | -48 | 2 | -6 | 4
COC(=O)[C@H]1CO[C@@H](C(C)(C)C)N1C(=O)N1C=CC(=O)C[C@@H]1C | -20 | -30 | 12 | -32 | -42 | -41
CCN(CC)CC(O)c1cc2c(c3ccccc13)CCCC2 (stereo not given) | 4 | 36 | -42 | 2 | -8 | -24
O=C(O)CCN1C(=S)CSC1=S | -34 | -24 | 9 | -5 | -18 | -39
CC(=O)Nc1ccc(S(=O)(=O)n2c(=O)oc3ccc(Br)cc32)cc1 | -18 | 6 | -3 | 6 | 8 | 0
COc1ccc2c(c1)CN(C)c1ccc(OC)cc1CN2C | 12 | 25 | 12 | 11 | -19 | 12
Clc1nn2nnnc2c2ccccc12 | 65 | 74* | -32 | 80* | 81* | 52
Cc1ccc(C2=C/C(=C/c3ccc(N(CCC#N)CCC#N)cc3)C(=O)O2)cc1C | -5 | -4 | 8 | -4 | -10 | -9
CCOC(=O)C(=O)Cc1nc2ccccc2nc1C | -38 | 16 | -43 | 18 | -11 | 5
COc1ccc(N2C(=O)CC(c3c[nH]c4ccccc34)C2=O)cc1 (stereo not given) | 14 | -22 | 7 | -29 | -37 | 1
O=C(O)/C=C/C(=O)Nc1ccc2c(c1)Cc1cc([N+](=O)[O-])ccc1-2 | 17 | 0 | -25 | 3 | -14 | -4
CCC(C)n1c(C)nc2c(N)cc(C(F)(F)F)cc21 (stereo not given) | 98* | 94* | 99* | 74* | 96* | 94*
Cc1ccc(C(C)C)cc1NC(=O)c1cccc([N+](=O)[O-])c1 | 19 | 8 | -7 | -8 | 7 | 19
CCOC(=O)CCC(NC(=O)c1ccc(NC)c([N+](=O)[O-])c1)C(=O)OCC (stereo not given) | 4 | 1 | 19 | 59 | -2 | 11
SMILES | yeast bub3 | mlh1 rad18 | cln2 rad14 | yeast rad50 | mec2-1 | yeast sgs1 mgt1
CC(=O)OCCN(CCOC(C)=O)CCOC(C)=O | -3 | 18 | -52 | -8 | -4 | -3
C[n+]1c2ccc(Cl)cc2nc2cc(-c3ccccc3)ccc21 | 99* | 99* | 98* | 99* | 99* | 99*
O=C1CSSCC(=O)NCCCN1 | 3 | 28 | 1 | 2 | 1 | -5
CN(C)CCNc1ccc2nnn3c4ccc(Cl)cc4c(=O)c1c23 | 12 | 17 | 5 | 57 | 12 | 7
CC(C)CNC(=O)c1ccccc1Cl | 3 | -11 | -32 | -23 | 20 | -5
CC(C)(C)C(=O)CC(=O)C(F)(F)C(F)(F)C(F)(F)F.CC(C)(C)C(=O)CC(=O)C(F)(F)C(F)(F)C(F)(F)F.CC(C)(C)C(=O)CC(=O)C(F)(F)C(F)(F)C(F)(F)F.[Eu] | 40 | -1 | 40 | 10 | 39 | 21
O=C(OCCN1CCCCCCCC1)C(c1ccccc1)c1ccccc1 | 27 | 36 | 34 | 32 | -3 | 27
CCCCCCCCCCCCCCCCCCSCCCCCCCCCCCCCCCCCC | -3 | -18 | -20 | 25 | 3 | -17
Oc1cc2ccccc2c(-c2c(O)c(O)cc3ccccc23)c1O | 87* | 92* | 84* | 90* | 85* | 84*
CCCCCCCCOB(OCCCCCCCC)OCCCCCCCC | 21 | -10 | 11 | 2 | 4 | 26
CCC(=N\NC(N)=S)/C(C)=N/O | 14 | 16 | 15 | -2 | 6 | 19
CS(=O)(=O)O/C=C(\C#N)C(=O)O | -8 | -8 | -13 | -6 | -4 | -13
CN(C)C(=O)N/C=C/NC(=O)N(C)C | -18 | -12 | -40 | 2 | -4 | -9
C[n+]1ccccc1/C=C/c1ccc([N+](=O)[O-])cc1 | -2 | 6 | -10 | 9 | 6 | 13
C=C1C(=O)OC2/C=C(/C)C(OC(C)=O)C/C=C(\C)C(OC(=O)C3(C)OC3C)C(O)C12 (stereo not given) | 9 | -94 | 6 | 12 | 2 | 15
CC(NNC(=S)N1CC2CCC(CC2)C1)c1cccc[n+]1[O-] (stereo not given) | 49 | 60 | 85* | 93* | 37 | 93*
CCOC(=O)c1ccc(N=O)cc1 | -4 | 5 | -26 | -5 | -18 | -7
CCC(=O)OCCC(C)C | 20 | 17 | -22 | 35 | 12 | 7
CCC/C(Cl)=N\OC(=O)Nc1ccc(OC(F)(F)F)cc1 | 29 | 59 | 20 | 24 | 25 | 91*
CN(C)C(=S)Nc1ccccc1 | -4 | -3 | -10 | -11 | -7 | -12
O=C(O)C(Br)C(Br)C(=O)Nc1ccc(Br)cc1 (stereo not given) | 34 | 27 | -4 | -6 | -24 | 23
CC(C)(C)OC(=O)N/N=C/c1ccc2c(c1)CCC2 | . | -4 | . | -2 | -26 | .
COC(=O)c1ccccc1OC | -2 | 3 | 7 | 20 | 16 | -2
Cc1c(-c2coc(-c3ccc(Cl)cc3)n2)c(=O)n(-c2ccccc2)n1C | 7 | -7 | -10 | -8 | -43 | -22
COC(=O)c1ccc(/C=C2\N=C(C)OC2=O)cc1 | -23 | -18 | 12 | -18 | -29 | 1

Whole records as entered above.
C=C1C(=O)OC2/C=C(/C)C(OC(C)=O)C/C=C(\C)C(OC(=O)C3(C)OC3C)C(O)C12 (stereo not given) is entered as yeast bub3: 9; mlh1 rad18: -94; cln2 rad14: 6; yeast rad50: 12; mec2-1: 2; yeast sgs1 mgt1: 15
O=C(OCCN1CCCCCCCC1)C(c1ccccc1)c1ccccc1 is entered as yeast bub3: 27; mlh1 rad18: 36; cln2 rad14: 34; yeast rad50: 32; mec2-1: -3; yeast sgs1 mgt1: 27
CCCCCCCCOB(OCCCCCCCC)OCCCCCCCC is entered as yeast bub3: 21; mlh1 rad18: -10; cln2 rad14: 11; yeast rad50: 2; mec2-1: 4; yeast sgs1 mgt1: 26

The list continues:
SMILES | yeast bub3 | mlh1 rad18 | cln2 rad14 | yeast rad50 | mec2-1 | yeast sgs1 mgt1
Oc1ccccc1CN1CCOCC1 (tested in a mixture with another compound) | 0 | -6 | -46 | -3 | -7 | 7
CCN(CC)Cc1ccccc1COC(=O)c1ccc(Cl)cc1 | 5 | 40 | 24 | 21 | 9 | 24
COc1cc2ccc(=O)oc2cc1O | 16 | 4 | 19 | 15 | 9 | 9
O=C1Nc2ccccc2/C1=N\N=c1/scc(-c2ccccc2)n1-c1ccccc1 | 52 | 89* | 63 | 60 | 74* | 62
Cc1ccc[n+](CC(=O)C2CCC3C4CC=C5CC(O)CCC5(C)C4CCC23C)c1 (stereo not given) | 97* | 98* | 90* | 95* | 98* | 99*
Cc1cc(=O)[nH]c(NNC(C#N)c2ccccc2O)n1 (stereo not given) | 2 | -35 | -12 | -19 | -28 | -22
COc1ccc(N(C)Sc2ccccc2)cc1 | 70 | 71* | 36 | 88* | 49 | 67
O=C(O)c1ccccc1N1C(=O)c2ccccc2C1=O | 11 | -2 | 8 | 5 | -33 | -4
COCS(=O)(=O)c1ccccc1 | 7 | 0 | 14 | 3 | -6 | 12
N#Cc1ccccc1NC(=O)/C(=N\N)C(C(=O)c1ccncc1)C1OC(=O)c2ccccc21 (stereo not given) | 5 | 12 | 10 | 4 | 9 | 10
O=C(C[n+]1cccc(C(=O)Nc2ccc(Cl)cc2)c1)Nc1ccccc1 | -4 | 1 | 15 | -11 | -14 | -2
